GalR3 antagonist – blocks the human galanin receptor 3; O60755; HEK293 GalR3-CNG cAMP membrane potential fluorescence; galR3 body fused to GalR1 C-terminus; inhibition, % at 3 µM; actives 0.44% (n = 360,000); AID 651719;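 active = inhibition above the screen-wide average plus 3 SD, cut at about 13% in these data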;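 note: forskolin and galanin both at EC90 stimulate the cells; cAMP rise reported by CNG channel membrane potential dye signal; 0% = forskolin plus galanin with DMSO and 100% = forskolin alone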
Target sequence (O60755 1-299 limits assumed): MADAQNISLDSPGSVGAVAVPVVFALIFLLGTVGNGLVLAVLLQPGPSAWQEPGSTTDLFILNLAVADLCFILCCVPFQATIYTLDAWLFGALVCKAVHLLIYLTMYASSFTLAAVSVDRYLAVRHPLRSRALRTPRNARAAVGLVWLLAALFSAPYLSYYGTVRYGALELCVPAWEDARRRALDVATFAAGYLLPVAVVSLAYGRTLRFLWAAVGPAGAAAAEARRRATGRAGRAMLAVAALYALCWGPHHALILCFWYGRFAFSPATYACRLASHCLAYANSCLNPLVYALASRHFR
Active calls of the source: *. Only part of the results is shown. The share of hits here may be higher or lower than overall.

SMILES | GalR3 antagonist
COc1ccc(C(C#N)=Cc2ccccc2OC)cc1 | -6
O=[N+]([O-])c1ccc2cccnc2c1 | 0
Cc1ccc(N2CCN(C(=O)C(=O)c3ccc(F)c(F)c3)CC2)cc1 | -4
O=Cc1ccc2c(c1)OCCOCCOCCOCCO2 | -5
CN(C(=O)c1cccc(NC(=O)Cc2ccc(NC(=O)C3CCN(C(=O)CCc4ccccc4)CC3)cc2)c1)C1CCCCC1 | -6
c1ccc(Oc2ccc(-c3cc(NCCc4cccnc4)n4nccc4n3)cc2)cc1 | -9
COc1cc(C(=O)N2CCCCC2c2cc(C(=O)Nc3ccccc3)no2)cc(OC)c1C (stereo not drawn) | -6
COc1ccccc1S(=O)(=O)N(C)C[C@@H]1OCc2cn(nn2)CCCC(=O)N([C@H](C)CO)C[C@H]1C | -7
C[C@@H]1CN([C@H](C)CO)C(=O)CCCn2nncc2CO[C@H]1CN(C)Cc1cccc(C(=O)O)c1 | -7
O=C(CNS(=O)(=O)c1ccccc1F)NNC(=O)c1ccc(Br)cc1 | -4
N#Cc1cccc(NC(=O)c2cc(C3CCCCN3C(=O)C3CC3)on2)c1 (stereo not drawn) | -2
COc1cccc(CNC(=O)[C@H]2CCCN2C(=O)[C@H]2CCCN2C(=O)c2ccc(OC(F)(F)F)cc2)c1 | -6
COc1ccc(-c2cc3nc(-c4ccccc4)cc(N4CCN(C(=O)c5ccccc5)CC4)n3n2)cc1 | -6
Nc1cc(=O)nc2cn[nH]n12 | -3
O=C1OCCN1C(=O)[C@H]1[C@H](c2ccccc2)C(c2ccccc2)=NN1c1ccc(Br)cc1 | -6
CCCCc1c(-c2ccc(Cl)cc2)ncn1CCc1ccccc1OC | -6
COCc1cccc(-c2csc(C(N)c3ccc(F)c(F)c3)n2)c1 (stereo not drawn) | -3
Cc1ccc(S(=O)(=O)NC(=O)C2(C)CCN2C(=O)c2c(C)noc2C)cc1 (stereo not drawn) | -5
CC(=O)c1ccc(OCC(=O)Nc2nnc(C3CC3)s2)cc1 | 0
CCn1c2ccccc2c2nnc(SCN3C(=O)c4ccccc4C3=O)nc21 | -2
CC1(C(=O)Nc2ccccc2Br)CCN1C(=O)CC1CC1 (stereo not drawn) | -4
CCN(C(=O)COC(=O)C12CC3CC(CC(O)(C3)C1)C2)c1c(N)n(Cc2ccccc2)c(=O)[nH]c1=O | -7
CCN(CC)c1ccc(C(NC(=O)C(C)C)c2ccc3cccnc3c2O)cc1 (stereo not drawn) | -4
CC(C)n1c(=O)c2ccccc2n1Cc1cn(Cc2cccnc2)nn1 | -6
CC[C@]12c3[nH]c4ccc(Cl)cc4c3CCN1C(=O)[C@@H](CC(=O)NCCN1CCOCC1)C[C@@H]2C(=O)N1CCN(C(=O)c2ccco2)CC1 | 4
COc1cccc2c1OC1(N3CCOCC3)CCCCC1C2C[N+](=O)[O-] (stereo not drawn) | -2
COC(=O)C1=C(C)N(Cc2ccccc2C(F)(F)F)C(=NCc2ccccc2)NC1c1cccc(F)c1 (stereo not drawn) | -7
Cc1nc2ccc(NC(=O)c3ccccc3)cc2c(=O)n1Cc1ccc(F)cc1 | -7
O=S1(=O)CC(N2CCN(CC3CC3)CC2)CN1CCc1ccccc1 (stereo not drawn) | -5
COc1cccc(C(NC(C)=O)c2nc(-c3ccc(F)c(Cl)c3)cs2)c1 (stereo not drawn) | -5
CC(C)(C)Cc1c(-c2ccc(Br)cc2)nc2ccc(Cl)cn12 | -4
CN(C(=O)c1ccc(NC(=O)Cc2ccc(NC(=O)C3CCCN(S(=O)(=O)c4cccc([N+](=O)[O-])c4)C3)cc2)cc1)C1CCCC1 (stereo not drawn) | -4
CCCCNC(=O)C1C(c2ccccc2)=Nc2ccccc2N1C(=O)c1ccc2c(c1)OCO2 (stereo not drawn) | -7
CCCCc1c(-c2ccccc2OC)ncn1Cc1c(Cl)cccc1Cl | -8
COC(=O)C[C@@H]1C=C[C@@H](NC(=O)CN(C)C)[C@@H](CO)O1 | -3
Cc1ccc(S(=O)(=O)N2[C@@H](CO)CO[C@H]2CC(=O)OCc2ccccc2)cc1 | -3
O=C(NC1CCCC1)C1C(c2ccccc2)=Nc2ccccc2N1C(=O)c1cc(Cl)cc(Cl)c1 (stereo not drawn) | -2
CC1CCCCC12NC(=O)N(CC(=O)N1CCN(S(=O)(=O)c3cccs3)CC1)C2=O (stereo not drawn) | 2
CCOC(=O)C1=C(C(=O)OCC)C2N(Cc3ccc(Br)cc3)c3ccccc3[C@@]23C[C@@H](C(=O)OC)N(S(=O)(=O)c2ccc(C(F)(F)F)cc2)C3=N1 (stereo partly drawn) | -1
CC(C)CC1NC(=O)c2cc3ccccc3cc2-n2c1nc1cc(Cl)ccc1c2=O (stereo not drawn) | -4
Cc1ccc(S(=O)(=O)N2CCCCC2)cc1NC(=O)c1ccncc1 | -5
CC(C)(C)S(=O)N1Cc2cc(C(=O)N3CCOCC3)nc(-c3cccc(Br)c3)c2[C@@H]1CCO (stereo partly drawn) | -2
CC(C)(C)c1cc(NC(=O)C2(C)CCN2C(=O)c2ccccc2CCc2ccccc2)no1 (stereo not drawn) | -3
CC(=O)NC1CC2CCCC(C1)N2C(=O)Nc1ccccc1C (stereo not drawn) | -3
CCCCc1c(-c2ccccc2OC)ncn1Cc1ccccc1Cl | -8

Part of the list above in a different format.
> CCCCc1c(-c2ccccc2OC)ncn1Cc1c(Cl)cccc1Cl
  GalR3 antagonist: -8
> COC(=O)C[C@@H]1C=C[C@@H](NC(=O)CN(C)C)[C@@H](CO)O1
  GalR3 antagonist: -3
> Cc1ccc(S(=O)(=O)N2[C@@H](CO)CO[C@H]2CC(=O)OCc2ccccc2)cc1
  GalR3 antagonist: -3
> O=C(NC1CCCC1)C1C(c2ccccc2)=Nc2ccccc2N1C(=O)c1cc(Cl)cc(Cl)c1 (stereo not drawn)
  GalR3 antagonist: -2

Following part.
SMILES | GalR3 antagonist
CC#CC(=O)N1CCC(n2nccc2NC(=O)CCc2ccccc2)CC1 | -2
COc1ccc(CC(=O)Nc2cc(S(=O)(=O)N3CCCCC3)ccc2OC(C)C)cc1OC | 0
O=C(Nc1ccc(Cl)cc1C(=O)c1ccccn1)c1ccccc1 | -7
O=c1cc(CN(Cc2ccccc2)Cc2ccccc2)c2ccccc2o1 | -6
CCN(CC)c1ccc2nc3ccc(N)cc3[n+](-c3ccccc3)c2c1 | -7
CC(=O)Nc1cccc(-c2cc(NC(C)=O)c3ncc(-c4ccccc4)n3c2)c1 | -4
COc1cccc2c3cccc(OC)c3c3[nH]cnc3c12 | -3
O=S1(=O)CC(N2CCN(c3ccccn3)CC2)CN1Cc1ccc(F)cc1 (stereo not drawn) | -6
COC(=O)C[C@H]1C=C[C@@H](NS(=O)(=O)c2ccccc2)[C@@H](CO)O1 | -4
CC12CCC(C(NC(=S)NN)C1=O)C2(C)C (stereo not drawn) | -6
C=CCC1(CC=C)CC(Cc2cnccn2)N(C(=O)OC(C)(C)C)C1 (stereo not drawn) | -3
CC(OC(=O)CSCC(=O)Nc1ccc(Cl)cc1)C(=O)N(C)Cc1ccccc1 (stereo not drawn) | -6
O=C1NC[C@H](CCCCN2C[C@@H](Cc3ccccc3)N(CC3CCCCC3)C(=O)C2=O)N(CCC2CCCCC2)C1=O | 0
CC(C)[C@@H]1Cc2[nH]n(C)c(=O)c2[C@H](c2ccc(Cl)cc2)O1 | -3
C[C@H]1CNC(=O)c2c(C(=O)NC3CCN(C(=O)OC(C)(C)C)CC3)ncn21 | -5
CN(C)CCNc1ncnc2c1ncn2[C@H]1CN(Cc2ccc(Cl)cc2)C[C@@H](CO)O1 | -6
CC(=O)Nc1cccc(-c2ccnc3c2CC(C)(C(=O)NCC2CC2)O3)c1 (stereo not drawn) | -5
COCCN1C[C@@H](CO)O[C@@H](n2cnc3c(N4CCN(c5ccccc5)CC4)ncnc32)C1 | -6
O=C(Nc1ccccc1OC(=O)c1ccccc1)c1ccccc1 | -4
CC(=O)c1ccc(Nc2nc(C(N)Cc3ccc(Cl)cc3)cs2)cc1 (stereo not drawn) | -6
O=C(/C=C/c1ccccc1O)c1ccccc1 | -7
Cc1ccc2nc(-c3ccc(Cl)cc3)c(Cc3ccsc3)n2c1 | -4
CN(C)C=Nc1ccc([N+](=O)[O-])c2ccccc12 | -4
CCOC(=O)Cc1ccc(Nc2nc3cc(-c4ccccc4C)sc3c(=O)n2C)cc1 | -4
Cc1c(C(=O)NCc2ccc(Cl)c(Cl)c2)sc(=O)n1Cc1ccc(S(C)(=O)=O)cc1 | -3
CCCN(CC(=O)Nc1ccccc1C)C(=O)C1CCN(S(=O)(=O)c2ccc3c(c2)OCCO3)CC1 | -5
CN(C)C(=O)C1=NOC2(C1)C(=O)Nc1ccccc12 (stereo not drawn) | 2
CC(C)N(C(=O)[C@H]1C[C@H](CC(=O)NCCCN(C)C)C(=O)N2CCc3c([nH]c4ccc(Cl)cc34)[C@]12C)C(C)C | -8
C[C@H](CO)N1C[C@H](C)[C@H](CN(C)C(=O)c2ccc3ccn(C)c3c2)OCc2cnnn2CCCC1=O | 2
Cn1c(=O)c2cc(NC(=O)NCc3ccccc3)ccc2n1Cc1cccc(C(F)(F)F)c1 | -4
CCc1ccc(CN2CCC(n3nccc3NC(=O)c3ccccc3OC)CC2)o1 | -2
O=C(C[C@H]1C[C@H]2c3cc(NC(=O)CC4CC4)ccc3O[C@H]2[C@H](CO)O1)NCc1ccccc1F | -7
COc1ccc(Cl)c(-c2cc(C(=O)NCc3ccc(C(F)(F)F)cc3)[nH]n2)c1 | -9
Cc1ccccc1CN1C[C@H]2CON(C)[C@H]2C[C@H]1c1cccc(Br)c1 | -6
Cc1cc(Br)cn2c(Cc3cccc(F)c3)c(-c3ccc(C#N)cc3)nc12 | -6
COc1cc(C2c3[nH]c4ccccc4c3CC3COC(=O)N32)cc(OC)c1O (stereo not drawn) | 11
O=C(NCc1cccnc1)c1cc(C2CCCCN2S(=O)(=O)c2cccs2)on1 (stereo not drawn) | -2
CCCCCC(=O)N1C[C@@H](n2cc(C3CC3)nn2)[C@H](O)C[C@@H]1c1ccc(C)cc1 | 5
Cc1cc(C)cc(Cn2c(C)c(C(=O)N(C)Cc3ccc(F)cc3)sc2=O)c1 | -4
CC(C)(C)NC(=O)C[C@H]1C[C@H](C(=O)N2CCCCC2)[C@@]2(CCc3ccccc3)c3[nH]c4cc(-c5ccco5)ccc4c3CCN2C1=O | -6
CN(C)Cc1csc(NC(=O)Nc2cccc(C(F)(F)F)c2)n1 | -5
COc1cccc(CNc2nc(NCC3CC3)nc3ccsc23)c1 | -8
CSCCC(C(=O)NC(C)(C)C)n1c(-c2cccc(NC(C)=O)c2)nc2ccccc21 (stereo not drawn) | -7
CC(=O)Nc1ccc(NC(=O)C(C)OC(=O)C2CCN(S(=O)(=O)c3ccccc3C(F)(F)F)CC2)cc1 (stereo not drawn) | 5
OC[C@@H]1CN(Cc2ccc(F)cc2)C[C@H](n2cnc3c(Nc4ccccc4)ncnc32)O1 | -8
COC(=O)c1ccc2nc(-c3ccc(OC)c(OC)c3)c(Cc3ccsc3)n2c1 | -6
O=C1NCCCN1C1OC(CO)C(O)C1O (stereo not drawn) | 0
COc1ccc(CN(C)C(=O)/C=C/[C@H]2O[C@@H](n3cnc4c(N)ncnc43)[C@H](O)[C@@H]2O)cc1OC | -6
CC(=O)c1ccc(Nc2nc(-c3ccccc3)nc3ccccc23)cc1 | -9
COCCNC(=O)C1(C)CCN(C(=O)c2sccc2C)C1 (stereo not drawn) | -8
Cc1noc(C)c1NC(=O)N(C)C[C@H]1OCCCC[C@@H](C)Oc2ccc(NC(=O)c3ccccc3)cc2C(=O)N([C@H](C)CO)C[C@@H]1C | -5
Cc1ccc(CN(C)C(=O)c2ccc(S(=O)(=O)N3CCCCCC3)cc2)o1 | -4
Cc1c(Br)cccc1NC(=O)C1(C)CCN1Cc1ccccc1OC(F)F (stereo not drawn) | -3
O=C(c1cc(C2CC2)nn1-c1ccccc1)N1CCN(c2ccccn2)CC1 | -2
O=C(NCCc1cn[nH]c1)c1ccc2oc(CCc3ccccc3)nc2c1 | -7
NC(=O)c1ncn([C@@H]2O[C@H](C(=O)N[C@H](Cc3c[nH]c4ccccc34)C(=O)NCC(=O)N3CCCCC3)[C@@H](O)[C@H]2O)n1 | -4
COc1cccc(CNc2nc3cc(-c4cccc(Cl)c4)sc3c(=O)n2C)c1 | -7
C#CCN(C[C@@H]1[C@@H](OC(=O)NCc2ccc(OC)c(OC)c2)[C@@H](OC(=O)NCc2ccc(OC)c(OC)c2)Cn2c(=O)n(CCCCCC)c(=O)n21)S(=O)(=O)c1ccc(C)cc1 | -3
S=C(CSc1ccccc1)Nc1cccc2ccccc12 | -3
COc1cccc(CNC(=S)Nc2ccc3c(c2)c(=O)n(C)n3Cc2ccc(F)cc2)c1 | -3

The list continues.
SMILES | GalR3 antagonist
O=C(CCCCCCCC(=O)N1CCCCCC1)N1CCCCCC1 | -6
CCNC(=O)C1CCCN(C(=O)c2ccccc2)CC1 (stereo not drawn) | -6
CCc1nc2ccc(C(=O)N3CCN(C(=O)c4ccco4)CC3)cn2c1N(C)C(=O)Nc1ccccc1OC | -4
CCOC(=O)C1=CC[C@@H](c2ccccc2)N(S(=O)(=O)c2ccc(C)cc2)[C@H]1C | -6
Cc1ccc(NC(=O)CNC(=O)C23CC4CC(CC(C4)C2)C3)nc1 | -4

Pulled one by one from the entries so far (three):
SMILES | GalR3 antagonist
COc1ccc(-c2cc3nc(-c4ccccc4)cc(N4CCN(C(=O)c5ccccc5)CC4)n3n2)cc1 | -6
CC(C)(C)c1cc(NC(=O)C2(C)CCN2C(=O)c2ccccc2CCc2ccccc2)no1 (stereo not drawn) | -3
CCCCc1c(-c2ccccc2OC)ncn1Cc1c(Cl)cccc1Cl | -8

Source: PubChem BioAssay
